Source: PubChem (National Center for Advancing Translational Sciences (NCATS))
RGS4 inhibitor: Inhibitors of Regulator of G Protein Signaling (RGS) 4: qHTS. Regulator of G-protein signaling 4 (Homo sapiens), P49798. Transcreener GDP fluorescence polarization, RGS4-accelerated GTP hydrolysis. Potency, µM (highest dose often 114 µM), inactives show top-dose activity change, negative = inhibition, usual class: inhibitors. actives 0.039% (n = 390,000). AID 504845, 2011; further: potency means the concentration at half of the fitted maximal effect; on the % scale 0 is the no-effect control and ±100 the full control effect; nearly all actives have a fitted effect of over 75% in size; some results filed as inactive show a strong effect at the top dose
Target sequence (P49798 whole entry, looked up): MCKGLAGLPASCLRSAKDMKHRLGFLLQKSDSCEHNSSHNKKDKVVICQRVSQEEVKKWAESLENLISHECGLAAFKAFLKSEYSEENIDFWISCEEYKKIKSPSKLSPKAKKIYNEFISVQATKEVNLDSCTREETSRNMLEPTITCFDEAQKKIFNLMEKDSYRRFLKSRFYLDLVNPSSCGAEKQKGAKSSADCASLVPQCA
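MLSMR compounds (23 nl, pin-transferred) preincubated 10 min at room temperature with a 500nM (2x) first reagent, then RGS4 at 900nM (2x) plus Transcreener GDP mix added; fluorescence polarization (620/688 nm) read before and after 90 min at 30 °C.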
USP1-UAF1 inh: Inhibitors of USP1/UAF1: Primary Screen; Ubiquitin carboxyl-terminal hydrolase 1 (Homo sapiens), O94782; recombinant USP1/UAF1, Ub-Rhodamine cleavage fluorescence; Potency, µM (series often up to 57.1 µM), for the others: at the highest dose activity change, negative = inhibition, actives largely listed as inhibitors; actives 0.23% (n = 390,000); further: potency means the concentration at half of the fitted maximal effect; on the % scale 0 is the no-effect control and ±100 the full control effect; nearly all actives have a fitted effect of over 60% in size; inactives centre near -12
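USP1/UAF1 complex at 1 nM was preincubated with compound for 15 min at room temperature, then Ub-Rho substrate (150nM final) was added. Fluorescence (480/540 nm) was read kinetically, 6 reads every 60 seconds.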
TrxR1 substrate: qHTS Assay for Substrates of Mammalian Selenoprotein Thioredoxin Reductase 1 (TrxR1): qHTS | Thioredoxin reductase 1, cytoplasmic (Rattus norvegicus), O89049 | purified TrxR1 substrate turnover, NADPH consumption readout | Potency, µM (titrated, usually from 114 µM), inactives show at the highest dose activity change, negative = substrate turnover | actives 0.01% (n = 390,000) | AID 588456, 2011; further: potency means the concentration at half of the fitted maximal effect; on the % scale 0 is the no-effect control and ±100 the full control effect; nearly all actives have a fitted effect of over 50% in size
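Rat TrxR1, dispensed at 90 nM, was prereduced with 400 uM NADPH (final) for 5 min at ~22 deg C, then incubated with compound 15 min before 400 uM selenite. A first-read NADPH fluorescence drop versus no-compound background flagged substrates.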
Vif-A3G inh: qHTS for Inhibitors of Vif-A3G Interactions: qHTS | DNA dC->dU-editing enzyme APOBEC-3G (Homo sapiens), Q9HC16 | HeLa A3G-eYFP + Vif (tagged APOBEC3G with the HIV-1 protein that degrades it), YFP fluorescence, overnight | Potency, µM (doses to about 46.1 µM), for inactives: at the top dose activity, negative = active, usual class: inhibitors | actives 0.076% (n = 410,000) | AID 602310, 2012;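 further: potency means the concentration at half of the fitted maximal effect; on the % scale 0 is the no-effect control and ±100 the full control effect; nearly all actives have a fitted effect of over 60% in size; hits raise eYFP signal because A3G escapes Vif-driven loss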
Target sequence (Q9HC16 whole entry, looked up): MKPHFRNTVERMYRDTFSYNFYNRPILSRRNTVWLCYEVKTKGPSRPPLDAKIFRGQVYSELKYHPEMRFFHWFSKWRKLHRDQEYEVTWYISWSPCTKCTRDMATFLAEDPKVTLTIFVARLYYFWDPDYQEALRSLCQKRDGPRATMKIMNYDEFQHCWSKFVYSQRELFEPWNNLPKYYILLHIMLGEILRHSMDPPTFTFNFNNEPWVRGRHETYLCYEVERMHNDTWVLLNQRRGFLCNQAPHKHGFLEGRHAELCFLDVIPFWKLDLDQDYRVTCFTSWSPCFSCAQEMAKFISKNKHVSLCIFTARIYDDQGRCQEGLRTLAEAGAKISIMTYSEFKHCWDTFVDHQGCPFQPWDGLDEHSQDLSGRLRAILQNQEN
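HeLa cells stably expressing Vif and C-terminally eYFP-tagged A3G, seeded overnight at 37 deg C, then exposed to compound by pintool overnight at 37 deg C. Rise in yellow fluorescence (Ex 488/Em 500-530, Acumen) marks blocked Vif-driven A3G degradation.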
LDHA block: qHTS assay for inhibitors of human lactate dehydrogenase. actives 0.15% (n = 480,000). activity change, % (values are at about 110 or 230 µM). purified LDHA, NADH/diaphorase-resazurin fluorescence; stronger effect = lower value; in the data active means activity change below about -30%; inconclusive means mostly about -25% to -30%;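 further: plate controls were DMSO wells for no effect and wells without enzyme for full effect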
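Remaining NADH was detected by diaphorase (0.133 mg/mL) converting 37 µM resazurin to fluorescent resorufin, read at 0 and 20 minutes. The preceding 5-minute room-temperature reaction used 2 nM LDHA, 0.2 mM sodium pyruvate and 0.06 mM NADH at pH 7.4.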
Vif-APOBEC3F blk: qHTS for Inhibitors of Vif-A3F Interactions: qHTS. Potency, µM (top dose mostly 46.1 µM), for the others: top-dose activity, negative = active. HeLa A3F-eYFP + Vif (tagged APOBEC3F with the HIV-1 protein that degrades it), YFP fluorescence increase. actives 0.2% (n = 390,000); further: potency means the concentration at half of the fitted maximal effect; % of control where 0% means no effect; nearly all actives have a fitted effect of over 65% in size
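Fluorescence increase (Ex 488/Em 500-530) after overnight compound treatment at 37 deg C flags inhibition of Vif-driven A3F-eYFP loss in stable HeLa A3F-eYFP/Vif cells seeded overnight beforehand.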
rTrxR1 inhibitor: qHTS Assay for Inhibitors of Mammalian Selenoprotein Thioredoxin Reductase 1 (TrxR1): qHTS; Thioredoxin reductase 1, cytoplasmic (Rattus norvegicus), O89049; recombinant rTrxR1, NADPH fluorescence consumption, selenite substrate; Potency, µM (highest dose often 114 µM), for the others: at the highest dose activity change, negative = inhibition, hits mostly inhibitors; actives 1% (n = 390,000); AID 588453, 2011; further: potency means the concentration at half of the fitted maximal effect; on the % scale 0 is the no-effect control and ±100 the full control effect; nearly all actives have a fitted effect of over 65% in size
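Rat TrxR1 (90 nM in the dispensed reagent) was pre-reduced with 400 uM NADPH for 5 min at room temperature, then incubated with compound for 15 min. After 400 uM selenite was added, NADPH fluorescence (Ex 340/Em 450 nm) was followed for 8 min.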
GRP78 ERSR act: qHTS for Inducers of the Endoplasmic Reticulum Stress Response (ERSR) in Human Glioma: qHTS; AID 602332, 2012; U87-MG GRP78 promoter luciferase reporter, 16 h; Potency, µM, for the others: at the highest dose activation, most hits filed as activators; actives 0.02% (n = 420,000); further: potency means the concentration at half of the fitted maximal effect; series mostly up to about 76 µM; % of control where 0% means no effect; nearly all actives have a fitted effect of over 35% in size
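Stably transfected U87-MG glioma cells carrying a GRP78-based luciferase sensor; 16 h compound incubation. Luminescence end-point read 10 min after Bright-Glo addition at room temperature.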
mIDH1 inhibitor: qHTS for Inhibitors of mutant isocitrate dehydrogenase 1 (IDH1): qHTS. Isocitrate dehydrogenase [NADP] cytoplasmic (Homo sapiens), O75874. Potency, µM (series often up to 76.6 µM), without a hit: top-dose activity change, negative = inhibition, most hits filed as inhibitors. actives 0.093% (n = 390,000). IDH1-R132H enzyme, NADPH consumption, diaphorase/resazurin fluorescence; further: potency means the concentration at half of the fitted maximal effect; on the % scale 0 is the no-effect control and ±100 the full control effect; nearly all actives have a fitted effect of over 65% in size
Target sequence (O75874 whole entry R132H, stated change not applied): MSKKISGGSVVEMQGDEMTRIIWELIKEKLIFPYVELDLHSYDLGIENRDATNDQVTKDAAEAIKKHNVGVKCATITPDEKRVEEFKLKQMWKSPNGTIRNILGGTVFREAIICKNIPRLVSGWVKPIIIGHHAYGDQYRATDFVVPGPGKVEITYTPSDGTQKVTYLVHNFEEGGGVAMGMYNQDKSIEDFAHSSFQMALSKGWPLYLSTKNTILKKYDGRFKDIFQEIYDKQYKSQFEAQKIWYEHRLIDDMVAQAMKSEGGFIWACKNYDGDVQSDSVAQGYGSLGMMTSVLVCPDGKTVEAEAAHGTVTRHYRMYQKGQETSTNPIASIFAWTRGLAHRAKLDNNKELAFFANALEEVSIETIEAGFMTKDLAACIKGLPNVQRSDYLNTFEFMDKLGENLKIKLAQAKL
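IDH1-R132H (0.5 ug/mL dispensed) in pH 7.5 Tris buffer was preincubated 30 min with compound, then given a substrate mix of 0.016 mM NADPH and 2 mM alpha-KG for 80 min at room temperature; remaining NADPH was read by diaphorase/resazurin fluorescence.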
Starred values were filed as active, the others as inactive; ? = inconclusive; & = joins results of further samples; [ ] = remark or other dose. Unless noted, the call rests on the fitted dose curve; in most records, active means well fitted curve in the direction sought with a large enough effect; inconclusive means small, poorly fitted or top-dose-only effect, or another doubt; inactive means no such curve, though single readings can be large; an effect the other way counts as inactive or inconclusive. Not all compounds are listed; count on the stated rates, not on these rows.

cpd	compound	RGS4 inhibitor	USP1-UAF1 inh	TrxR1 substrate	Vif-A3G inh	LDHA block
1	O=C(Cc1ccccc1)N1CCN(CC2CC3C=CC2C3)CC1 (stereo unspecified)	0%	-12%	3%	-2%	-23
2	Oc1ccc(/C=N/NP(=S)(c2ccccc2)c2ccccc2)cc1	-25%	-13%	-13%	0%	-10
3	COc1ccc(CN2CC3CC(C2)c2cccc(=O)n2C3)cc1OC (stereo unspecified)	-9%	-6%	-7%	0%	5
4	O=C(c1cccnc1)C1CCCN(Cc2nc(-c3cnccn3)no2)C1 (stereo unspecified)	3%	-18%	-1%	4%	-4
5	Cn1c(O)c(C=Nc2ccc(F)cc2)c(=O)[nH]c1=O	-4%	-13%	-17%	3%	-3
6	CC/C(=N\N1CCCCCC1)c1c(O)n(-c2ccc(C)cc2)c(=O)[nH]c1=O	-5%	-8%	7%[57.1 µM]	-2%	0
7	CCOP(=O)(OCC)Oc1cc(C)c(N(C)C)c(C)c1	-39%	-16%	5%	-3%	15
8	Cc1cc(/C=C2/C(=O)NC(=O)N(C)C2=O)c(C)n1-c1ccccc1	-27%	-18%	6%	8%	-1
9	C[C@@H]1C(=O)O[C@H]2[C@H](O)[C@]34[C@@H]5OC(=O)[C@]3(OC3OC(=O)[C@H](O)C34[C@H](C(C)(C)C)[C@@H]5O)[C@@]12O (stereo partly specified)	-15%	-19%	11%	0%	-1
10	FC(F)(F)c1ccc(CNCCc2ccc3c(c2)OCO3)cc1	-3%	-16%	6%	2%	-4
11	COC(=O)c1ccccc1-n1c(C)nc2ccccc2c1=O	0%	-15%	-5%[57.1 µM]	5%	0
12	Cc1ccc2c(c1)CC1(CN2C)C(=O)NC(=O)N(c2cccc(C)c2C)C1=O (stereo unspecified)	-48%	-19%	11%[57.1 µM]	-23%	6
13	C=C[C@@H]1C[C@@]1(C)[C@@H](NP(=O)(c1ccccc1)c1ccccc1)c1ccccc1	3%	-39%	7%[57.1 µM]	-5%	2
14	CC(C)CCn1c(=O)c(C(=O)NCc2ccc3c(c2)OCO3)c(O)c2ccccc21	-6%	-16%	-2%[57.1 µM]	0%	-2
15	O=C(CCc1nnc2ccc(NCc3ccc(F)cc3)nn12)N1CCC2(CC1)OCCO2	2%	-14%	2%	-1%	0

cpd	Vif-APOBEC3F blk	rTrxR1 inhibitor	GRP78 ERSR act	mIDH1 inhibitor
1	-5%	-6%	-1%	12%
2	1%	-17%	-3%	-1%
3	-11%	3%	-1%	6%
4	1%	-4%	-1%	-5%
5	0%	-6%	-2%	-9%
6	-2%	12%[57.1 µM]	-4%	4%
7	-3%	-18%	0%	9%
8	-16%	1%	1%	0%
9	0%	24%	0%	9%
10	-14%	-5%	1%	4%
11	1%	5%[57.1 µM]	-2%	8%
12	3%	-14%[57.1 µM]	-4%	0%
13	2%	14%[57.1 µM]	-5%	-12%
14	17%	10%[57.1 µM]	-3%	-2%
15	0%	20%	-6%	-1%

(next part)
cpd	compound	RGS4 inhibitor	USP1-UAF1 inh	TrxR1 substrate	Vif-A3G inh	LDHA block
16	Cc1cccc(-n2nc(C)c(C(=O)N3CCN(c4ccccc4)CC3)c2-n2cccc2)c1	11%	?	-1%[57.1 µM]	4%	-1
17	CCOc1cc2c(cc1OCC)-n1cccc1C(c1cccc(F)c1)NC2 (stereo unspecified)	4%	-25%	-5%	-2%	-2
18	CN(C)c1ccc(C=C2C(=O)NC(=O)NC2=O)cc1[N+](=O)[O-]	?	-2%	1%[57.1 µM]	-1%	-9
19	CC(C)C(=O)Nc1ccc(S(=O)(=O)N2CC3CC(C2)c2cccc(=O)n2C3)cc1 (stereo unspecified)	6%	-12%	3%	0%	-6
20	CC12CCC3C(CCC4CC(=O)CCC43C)C1CC(=NO)C2=O (stereo unspecified)	6%	5%	6%[57.1 µM]	-9%	-10
21	COC[C@H]1OC(=O)c2coc3c2[C@@]1(C)C1=C(C3=O)[C@@H]2CCC(=O)[C@@]2(C)C[C@H]1OC(C)=O	?	-3%	5%[11.4 µM]	?	26
22	C[C@]12CCC3C(CC[C@H]4C[C@@H](O)CC[C@]34C)C1C[C@@H](N)[C@@H]2O (stereo partly specified)	0%	-14%	0%	5%	-3
23	O=C(COc1ccccc1)N1CCN(CC2CC3C=CC2C3)CC1 (stereo unspecified)	-1%	-10%	11%	-1%	-21
24	Cc1ccc(C2CN(C)CC2C(=O)c2ccc(F)cc2)cc1 (stereo unspecified)	21%	-1%	-5%	1%	-3
25	O=C(O)C1C2c3ccccc3C(O)C1(C(=O)O)c1ccccc12 (stereo unspecified)	-20%	-1%	6%[11.4 µM]	0%	0
26	Nc1ccccc1C(=O)OCc1ccc([N+](=O)[O-])cc1	10%	-10%	12%	8%	-5
27	O=C1NC(=S)N(c2ccccc2)C(=O)/C1=C/c1ccco1	-109%[56.9 µM]	?	-6%	3%	-18
28	COC(=O)C1=C(c2ccc(F)cc2OCc2ccccc2)C[C@@H]2CC[C@H]1N2C(=O)NCCNC(C)=O	-2%	-29%	-4%[57.1 µM]	-8%	1
29	Cc1cccc(CN2CCCC(C(=O)c3ccc(C(F)(F)F)cc3)C2)n1 (stereo unspecified)	9%	-17%	3%	2%	-1
30	Nc1ccc([As](=O)(O)O)cc1	-10%	-22%	11%	-2%	-6

cpd	Vif-APOBEC3F blk	rTrxR1 inhibitor	GRP78 ERSR act	mIDH1 inhibitor
16	6%	7%[57.1 µM]	-3%	1%
17	-10%	0%	-5%	4%
18	13%	?	1%	0%
19	1%	33%	-3%	3%
20	15%	14%[11.4 µM]	1%	2%
21	-2%	5%[11.4 µM]	-13%&-7%	2%
22	4%	11%	-8%	1%
23	-6%	13%	-5%	3%
24	-2%	8%	-5%	-11%
25	1%	-6%[11.4 µM]	-4%	7%
26	6%	15%[57.1 µM]	2%	19%
27	2%	20µM*	-5%	-16%
28	0%	10%[57.1 µM]	-3%	17%
29	?	35%	-3%	0%
30	-4%	14%	-1%&-8%&-2%	2%

Single values from the results shown:
compound 30 in Vif-APOBEC3F blk is listed with -4%
compound 21 in Vif-APOBEC3F blk is listed with -2%
compound 26 in USP1-UAF1 inh is listed with -10%
compound 19 in RGS4 inhibitor is listed with 6%

One compound at a time, from the list above. Screens in order: RGS4 inhibitor, USP1-UAF1 inh, TrxR1 substrate, Vif-A3G inh, LDHA block, Vif-APOBEC3F blk, rTrxR1 inhibitor, GRP78 ERSR act, mIDH1 inhibitor
O=C(COc1ccccc1)N1CCN(CC2CC3C=CC2C3)CC1 (stereo unspecified) is listed with -1%, -10%, 11%, -1%, -21, -6%, 13%, -5%, 3%
COC[C@H]1OC(=O)c2coc3c2[C@@]1(C)C1=C(C3=O)[C@@H]2CCC(=O)[C@@]2(C)C[C@H]1OC(C)=O is listed with ?, -3%, 5%[11.4 µM], ?, 26, -2%, 5%[11.4 µM], -13%&-7%, 2%
CC/C(=N\N1CCCCCC1)c1c(O)n(-c2ccc(C)cc2)c(=O)[nH]c1=O is listed with -5%, -8%, 7%[57.1 µM], -2%, 0, -2%, 12%[57.1 µM], -4%, 4%

More structures:
cpd	compound	RGS4 inhibitor	USP1-UAF1 inh	TrxR1 substrate	Vif-A3G inh	LDHA block
31	Cc1c(C)c2cc(Cl)c(OCC(=O)N3C[C@H]4C[C@@H](C3)c3cccc(=O)n3C4)cc2oc1=O	7%	1%	13%	-2%	-4
32	Cc1ccccc1-n1c(C)nc2ccsc2c1=O	16%	-3%	-1%	4%	-2
33	CCOC(=O)c1[nH]ncc1CN1CCCC(C(=O)c2cccc(Cl)c2)C1 (stereo unspecified)	-3%[56.9 µM]	-13%	5%	1%	-1
34	CCCOC(=O)COc1cc(C)cc2oc(=O)c3c(c12)CCC3	-12%	-5%	7%	-11%	3

cpd	Vif-APOBEC3F blk	rTrxR1 inhibitor	GRP78 ERSR act	mIDH1 inhibitor
31	3%	6%	0%	-1%
32	-5%	7%	-5%	-11%
33	-5%	14%	-1%	7%
34	0%	9%	-1%	5%
